KLK5 inh: blocks human kallikrein 5 protease activity. inhibition, % at 5 µM. Q9Y337. 210,000 compounds, 0.59% hits. recombinant hK5, fluorogenic AMC substrate cleavage;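 active = inhibition of 40% or more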;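 also: 0% = enzyme controls without compound and 100% = no-enzyme blanks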
Target sequence (Q9Y337 67-293 limits assumed): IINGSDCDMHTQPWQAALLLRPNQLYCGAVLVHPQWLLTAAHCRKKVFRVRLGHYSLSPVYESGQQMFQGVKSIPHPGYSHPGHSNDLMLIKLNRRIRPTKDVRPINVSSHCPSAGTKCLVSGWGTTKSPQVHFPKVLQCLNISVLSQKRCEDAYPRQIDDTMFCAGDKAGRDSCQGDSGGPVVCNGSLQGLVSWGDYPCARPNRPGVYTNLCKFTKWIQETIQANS
FXIIa inh 1536: blocks human coagulation factor XIIa protease activity | P00748 | purified FXIIa, Boc-QGR-AMC fluorogenic substrate, 2 h | inhibition, % at 5 µM | 220,000 compounds, 0.3% hits | AID 800; in the data active = inhibition above about 40%;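 also: 0% = enzyme with no compound and 100% = blank without enzyme; many of its hits are not listed in these tables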
Rad51 HR inh: blocks human Rad51 in homologous recombination; Q06609; hRad51 DNA strand exchange, fluorescence dequenching; inhibition, % at 10 µM; 200,000 compounds, 0.085% hits; AID 1385;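 active = inhibition above 40% at the single screening dose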;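 also: 0% = DMSO control wells and 100% = blanks with heterologous ssDNA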
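Test system: preformed human Rad51 ssDNA filaments; also added: Donor/quencher-labelled 47-bp dsDNA substrate; doses: 10 µM final, single point; times: 37 °C 15-min filament assembly, 30-min compound preincubation, 15-min exchange; detection: FRET fluorescence dequenching, excitation 485 nm, emission 520 nm; read-out basis: Fluorescence-based percent inhibition, control- and blank-normalised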
PERK inhibitor: blocks human PERK kinase; Q9NZJ5; CHO PERK-DD fusion, SEAP luminescence translation reporter; inhibition, % at 5.6 µM; 220,000 compounds, 0.17% hits;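 active = inhibition above the mean inhibition of all tested compounds plus 3 SD, set separately per screening campaign, cut at about 2.9% in these data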;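 also: PERK kinase domain activated by AP20187 dimerizer at 100 nM; 0% = DMSO with dimerizer and 100% = rapamycin at 8.4 µM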
thrombin 1536: thrombin (human) inhibition; P00734; alpha-thrombin, Boc-VPR-AMC fluorogenic substrate cleavage; inhibition, % at 5 µM; 220,000 compounds, 0.26% hits;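 active = inhibition at or above 40%; inactive = inhibition below 40%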;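 also: 0% = enzyme with no compound and 100% = wells without enzyme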
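Test system: human alpha-thrombin; medium: pH 7.5 Tris-saline with Tween 20; times: reaction at room temperature; signal: AMC fluorescence at 355 nm excitation and 460 nm emission; also added: Boc-VPR-AMC substrate, 15 µM final; dosing: one concentration per compound, 5 µM, with 0.2% DMSO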
FXIa inh: factor XIa (human) inhibition; P03951; purified FXIa, Boc-Glu-Ala-Arg-AMC fluorogenic substrate; inhibition, % at 5 µM; 220,000 compounds, 0.14% hits;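 active = inhibition of at least 40%; inactive = inhibition below 40%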;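 also: fluorescence of freed AMC excited at 355 nm; 0% = enzyme without compound and 100% = no enzyme blank; many of its hits are not listed in these tables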
Target sequence (P03951 19-387 limits assumed): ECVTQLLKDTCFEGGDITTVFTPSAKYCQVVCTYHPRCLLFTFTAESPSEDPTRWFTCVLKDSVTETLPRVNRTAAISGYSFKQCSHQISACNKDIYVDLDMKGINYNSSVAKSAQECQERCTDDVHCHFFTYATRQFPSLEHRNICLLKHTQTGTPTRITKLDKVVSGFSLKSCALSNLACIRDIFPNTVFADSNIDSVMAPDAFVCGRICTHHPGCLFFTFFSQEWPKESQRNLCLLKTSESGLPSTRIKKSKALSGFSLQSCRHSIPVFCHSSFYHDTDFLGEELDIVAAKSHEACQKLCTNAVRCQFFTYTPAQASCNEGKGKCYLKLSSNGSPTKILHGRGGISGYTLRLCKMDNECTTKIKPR
Target sequence (P03951 388-625 limits assumed): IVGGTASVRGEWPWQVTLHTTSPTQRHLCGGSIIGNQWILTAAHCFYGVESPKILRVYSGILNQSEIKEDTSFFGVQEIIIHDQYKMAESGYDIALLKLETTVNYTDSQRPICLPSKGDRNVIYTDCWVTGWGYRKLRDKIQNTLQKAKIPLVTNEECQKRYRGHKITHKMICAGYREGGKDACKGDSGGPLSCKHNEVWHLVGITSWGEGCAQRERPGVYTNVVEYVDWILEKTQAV
m-calpain inh: inhibitors of pig calpain II; purified calpain II, fluorogenic peptide substrate, 30 min; inhibition, % at 16 µM; 220,000 compounds, 0.37% hits; AID 1236;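 active = inhibition above about 50%, limit read from the data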
Furin inhibitor: human furin inhibition. P09958. purified furin, fluorogenic substrate cleavage. inhibition, % at 30 µM. 220,000 compounds, 0.061% hits; in the data active = inhibition above about 25%; also: inactives centre near -15
KCC2 mod: KCC2 (human) Cl- transport modulation; KCC2 cells, thallium flux FluoZin-2 fluorescence; B-score of Tl+ flux slope (higher = more flux/activation; lower = inhibition) at 10 µM; 190,000 compounds, 2.2% hits; AID 1456;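 active = thallium flux slope and its plate-corrected score both differing from the plate sample mean at a set confidence after two filtering rounds, in either direction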;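 also: slope of fluorescence scaled to starting intensity during 10 to 20 s after thallium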
Numbers without * were called inactive; i = inactive; x = not tested or not shown; & = joins results of further samples; [ ] = another dose, or the depositor's remark. These rows are one share of the data; count on the stated rates, not on these rows.

item	smiles	KLK5 inh	FXIIa inh 1536	Rad51 HR inh	PERK inhibitor	thrombin 1536	FXIa inh	m-calpain inh	Furin inhibitor	KCC2 mod
1	C=CCn1c(O)c(C(CC)=Nc2cccc(C(F)(F)F)c2)c(=O)[nH]c1=O	0	14	13	0.4	3	5	-3	-10	-1.1
2	Cc1cc(N2C(=O)C3CCCN3C2c2ccccc2)no1 (stereo not given)	-19	9	0	0.2	2	6	9	-13	x
3	CCCC(=O)c1ccc(CP(=O)(OCC)OCC)o1	37	1	-12	0.6	-8	-15	-15	-16	-0.23
4	C=CCN(CC#CCOc1ccccc1OC)CC=C	x	9	x	1.4	-4	-1	-12	-16	-0.57
5	CCCCSP1(=S)NCCCN1	-5	17	0	0.9	4	7	0	-21	0.16
6	CCOC(=O)C1CCCN(c2ccc([N+](=O)[O-])c3nonc23)C1 (stereo not given)	x	7	x	1.3	-1	-1	60*	-12	i
7	CN(C)C(=O)Oc1ccc(Br)cc1C(=O)Nc1ccc(F)c(Cl)c1	-3	3	19	-0.1	-4	-2	-6	-13	x
8	Cc1ccc2c(c1)CNc1ccccc1O2	-22	10	2	0.2	-2	-5	5	-21	0.28
9	CC(N=Cc1c(O)n(C2CC2)c(=S)[nH]c1=O)c1ccccc1 (stereo not given)	2	16	x	0.0	3	5	7	-26	0.017
10	CCCCCCN=Cc1c(O)n(C)c(=O)n(C)c1=O	-7	8	-2	0.0	0	-6	6	-17[20 µM]	0.67
11	O=c1c2ccccc2nc(CNCC2CCCO2)n1-c1ccc(F)cc1 (stereo not given)	-15	2	4	0.6	2	-2	0	-23	-1.1
12	Oc1ccc(C2NCc3ccccc3-n3cccc32)cc1Cl (stereo not given)	-1&3	-6&9	-4&3	-0.2&0.2	-2&-3	-2&1	11&28	-6[20 µM]	1.4
13	Cc1cc(/C=C2\C(=O)NC(=O)N(Cc3ccccc3Cl)C2=O)c(C)n1-c1ccc(C(=O)O)cc1	-2	4	-11	0.8	-4	-2	-50	-4	-0.38
14	Cc1ccc(-c2ccc(=O)n(CC(=O)N3CCC4(CC3)OCCO4)n2)cc1	1	4	-5	0.9	2	-9	-14	-13	0.48
15	Cc1ccc(-n2c(C)nc3ccccc3c2=O)cc1C	1	4	-2	0.3	-6	-2	-12	-24	-0.38
16	COc1ccc(OCC(=O)N2CCN(C/C=C/c3ccccc3)CC2)cc1	26	x	-18	-0.4	82*	38	19	-10	-1.6
17	CCCCn1c(O)c(C(CC)=NCCc2ccccc2)c(=O)[nH]c1=O	-25	14	-3	-1.8	-13	-7	6	-5	-3.4
18	OCCN(CC#CC(O)(c1ccccc1)C1CCCC1)CCO (stereo not given)	10	3	2	0.6	0	-5	20	-19	0.61
19	COc1cc(C(=S)N2CCOCC2)cc(OC)c1OC(=O)Cc1ccccc1	2	14	-5	2.5	-6	4	1	-9	-5.4*
20	CCCCCCC(=O)N/N=C/c1c(O)n(CCc2ccccc2)c(=O)[nH]c1=O	-27	15	16	1.3	1	8	-4	-22	-1
21	N=C1c2ccccc2CN1c1ncccn1	2	6	25	0.5	-2	0	-41	-31	0.64
22	Cc1cc(OCC(=O)NC2CCS(=O)(=O)C2)c2c3c(c(=O)oc2c1)CCC3 (stereo not given)	-8	0	2	-0.3	-7	-4	i	-26	-0.54
23	Cc1ccsc1C(=O)C1CCCN(Cc2cccc(-n3cccn3)c2)C1 (stereo not given)	x	5	13	1.5	-2	-1	-3	-17	x
24	COc1ccc(-c2cc(=Nc3cccc(C(=O)O)c3)c3cc(C)ccc3o2)cc1	-1	12	-4	0.9	18	20	-37	-4	-4.2
25	CCC(C)n1c(O)c(C=Nc2cccc(C(F)(F)F)c2)c(=O)[nH]c1=S (stereo not given)	-16	9	3	1.1	-5	-3	20	-6	0.77
26	CCCCCCCCCOc1ccc2[nH]cc(CCN)c2c1	x	x	2	0.8	x	x	38	x	1.4
27	O=C(C1CCC(=O)N1C1CCCCC1)N1CCC2(CC1)OCCO2 (stereo not given)	2	6	x	1.9	9	-4	59*	-31	-0.41
28	COc1c(C)cc(C(=O)C2CCCN(Cc3cccc(C)n3)C2)cc1C (stereo not given)	2	10	-1	-0.7	-9	5	23	-9	-0.37
29	O=c1[nH]c(=S)n(-c2ccccc2)c(O)c1/C=N/N1CCCCC1c1cccnc1 (stereo not given)	-4	10	-86	0.5	-2	-2	29	-11	0.22
30	CCn1ccnc1CN1CCCC(C(=O)c2cc(Cl)ccc2OC)C1 (stereo not given)	x	6	x	0.0	-7	-1	1	-14	-0.53
31	C=CCn1c(O)c(/C=N/N2CCCCC2)c(=O)[nH]c1=O	0	5	-18	0.1	-3	1	2	-11	0.08
32	CC12CN3CC(C)(CN(C1)C31CCOCC1)C2=O	-1	12	1	0.8	1	6	14	-23[20 µM]	0.025
33	CCC(=NCCc1c[nH]c2ccccc12)c1c(O)n(-c2ccc(C)cc2)c(=O)[nH]c1=O	-18	2	-3	0.0	-4	-1	-16	-16	0.16
34	O=C(c1ccc(CNS(=O)(=O)c2ccc(Br)cc2)cc1)N1CCC2(CC1)OCCO2	-5	9	x	-0.7	3	5	6	-10	-0.95
35	Cc1[nH]c2ccccc2c1C(=O)CN1CC=C(c2ccccc2)CC1	-7	18	x	0.2	1	11	-28	-31	0.34
36	CCC(C)C12CN3CCN(CC(C)(C3)C1=O)C2 (stereo not given)	-18	16	4	0.3	2	5	-75	-13[20 µM]	-0.56
37	C(CCc1nn[nH]n1)CCc1nn[nH]n1	-16	9	x	0.8	0	5	-16	-19	0.42
38	CN(C)C(=S)SSC(=S)N(C)C	4	4	28	1.2	-11	-1	-43	-38	0.58
39	O=c1[nH]c(=S)n(Cc2ccc(F)cc2)c(O)c1/C=N/N1CCCCC1	1	7	1	-0.5	-9	-7	24	-9	0.69
40	CCOP(=O)(OCC)c1cccc(O)c1	x	4	x	0.3	-8	1	6	-17	0.68
41	C[N+](C)(C)CC(=O)Nc1ccc(Cl)cc1C(=O)c1ccccc1	-4	13	6	1.8	4	0	-18	-22	0.22
42	O=C1NC(=O)C(C(CC(=O)c2ccccc2)c2ccccc2)C(=O)N1 (stereo not given)	7	10	7	1.0	8	2	18	-7	0.1
43	CCOC(=O)N1CCN(C(C)C(=O)c2c[nH]c3ccccc23)CC1 (stereo not given)	0	3	2	-0.8	1	-2	2	-13	0.42
44	Cc1ccc(-c2nc(N(C)C3CCN(C)CC3)c3ccccc3n2)cc1	4	9	10	-1.5	-4	-6	-54	-21[20 µM]	0.33
45	COc1cc(OC)c(OC)cc1CNC(C)C(O)c1ccccc1 (stereo not given)	-30	3	-11	0.3	-4	-17	-17	-29	-0.014
46	Cc1ccc(NC(=S)NCCc2cnc[nH]2)cc1C	1	14	4	-0.6	-1	11	5	-29	-0.59
47	O=P1(NCc2ccco2)COc2ccccc2OC1	7	16	0	0.3	2	-80	-9	-17	0.17
48	COc1cccc(C(=O)C2CCCN(Cc3ccccn3)C2)c1 (stereo not given)	x	3	x	1.5	-1	-2	-10	-24	x
49	COc1ccc(-c2csc(NC(=O)COC(=O)Cc3ccccc3)n2)cc1OC	-18	13	4	1.0	-5	8	-5	-18	0.16
50	O=c1[nH]c(=O)n(-c2cccc(Cl)c2)c(O)c1C=NCCCN1CCOCC1	3	9	5	0.5	-1	-4	-28	-27	-1.2
51	CC(C)OP(=O)(Oc1ccc(C(O)C(Cl)(Cl)Cl)cc1)OC(C)C (stereo not given)	1	0	0	0.7	-7	-13	-2	-7	-0.02
52	O=C1NC(=O)N(Cc2ccccc2)C(=O)/C1=C/C=C/c1ccco1	0	7	-57	1.0	2	4	-3	-12	x
53	CCC(=NC1CC1)c1c(O)n(C2CCCCC2)c(=O)[nH]c1=O	2	11	1	-0.3	1	1	9	-32	0.44
54	CC1(C)C(c2ccccc2)=NC(c2cccnc2)=[N+]1[O-]	-5	30	2	0.4	1	20	-1	-16	0.44
55	CC(C)(CN)CC(=O)O	-4	3	8	1.4	-3	-7	4	-24	1.3
56	Cc1ccc(-c2cc(-c3ccc(C)cc3)[n+](C)o2)cc1	-9	17	-3	2.4	-2	7	-14	-19	-1.8
57	CCN(CC)c1ccc(N=Cc2c(O)n(CCC3=CCCCC3)c(=O)[nH]c2=O)cc1	2	12	-2	1.4	5	4	-96	12	x
58	CC(=O)C1C2c3ccccc3OC1(C)N=c1s/c(=C/c3cn(C)nc3C)c(=O)n12 (stereo not given)	-2	9	5	-1.5	2	1	12	4	0.072
59	O=C1/C(=C/c2ccncc2)N2CCC1CC2	-7	2	-5	1.3	-14	-5	-18	-11	1.2
60	CCC1(CC)C(=O)N(C)C(=O)NC1=NC	1	11	7	1.1	0	0	-8	-14	1

The listing continues.
item	smiles	KLK5 inh	FXIIa inh 1536	Rad51 HR inh	PERK inhibitor	thrombin 1536	FXIa inh	m-calpain inh	Furin inhibitor	KCC2 mod
61	CCOC(=O)C1(CCc2ccccc2)CCN(Cc2csc(C(C)=O)c2)CC1	x	8	x	0.8	-6	-5	18	-28	-0.34
62	COCc1c(CN)cnc(C)c1N	0	14	-5	0.0	-4	6	-26	-24	0.86
63	Cc1nn(C)c(C)c1P(=S)(c1c(C)nn(C)c1C)N(C)C	10	0	-1	0.1	-6	-13	18	-8	-0.23
64	CC(=NCCCN1CCOCC1)c1c(O)[nH]c(=O)[nH]c1=O	-30	5	-1	0.6	-12	-5	-45	-19	x
65	CCC(=NCc1ccco1)c1c(O)n(C)c(=O)n(C)c1=O	-4	3	x	0.3	-12	-2	-35	-16	-0.87

One compound at a time, from the list above.
`CCC(=NCc1ccco1)c1c(O)n(C)c(=O)n(C)c1=O` is listed with KLK5 inh = -4; FXIIa inh 1536 = 3; Rad51 HR inh = x; PERK inhibitor = 0.3; thrombin 1536 = -12; FXIa inh = -2; m-calpain inh = -35; Furin inhibitor = -16; KCC2 mod = -0.87
`Cc1nn(C)c(C)c1P(=S)(c1c(C)nn(C)c1C)N(C)C` is listed with KLK5 inh = 10; FXIIa inh 1536 = 0; Rad51 HR inh = -1; PERK inhibitor = 0.1; thrombin 1536 = -6; FXIa inh = -13; m-calpain inh = 18; Furin inhibitor = -8; KCC2 mod = -0.23

Two records picked at random from those above, as already listed:
item	smiles	KLK5 inh	FXIIa inh 1536	Rad51 HR inh	PERK inhibitor	thrombin 1536	FXIa inh	m-calpain inh	Furin inhibitor	KCC2 mod
64	CC(=NCCCN1CCOCC1)c1c(O)[nH]c(=O)[nH]c1=O	-30	5	-1	0.6	-12	-5	-45	-19	x
62	COCc1c(CN)cnc(C)c1N	0	14	-5	0.0	-4	6	-26	-24	0.86

5 entries from above in a different format:
Below each compound: KLK5 inh, FXIIa inh 1536, Rad51 HR inh, PERK inhibitor, thrombin 1536, FXIa inh, m-calpain inh, Furin inhibitor, KCC2 mod
[61] CCOC(=O)C1(CCc2ccccc2)CCN(Cc2csc(C(C)=O)c2)CC1
→ x, 8, x, 0.8, -6, -5, 18, -28, -0.34
[62] COCc1c(CN)cnc(C)c1N
→ 0, 14, -5, 0.0, -4, 6, -26, -24, 0.86
[63] Cc1nn(C)c(C)c1P(=S)(c1c(C)nn(C)c1C)N(C)C
→ 10, 0, -1, 0.1, -6, -13, 18, -8, -0.23
[64] CC(=NCCCN1CCOCC1)c1c(O)[nH]c(=O)[nH]c1=O
→ -30, 5, -1, 0.6, -12, -5, -45, -19, x
[65] CCC(=NCc1ccco1)c1c(O)n(C)c(=O)n(C)c1=O
→ -4, 3, x, 0.3, -12, -2, -35, -16, -0.87
